STAT1 activator: STAT1 signaling activation | NIH 3T3 STAT1-luciferase reporter, IFN-gamma, luminescence; 100% = IFN-gamma alone, no compound | 200,000 tested, 2.6% active | activation (% of control), % at 5.5 µM;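 active means activation above the screen-wide mean activation plus 3 SD, cut at about 130% in these data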;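 further: raw ratio to IFN-gamma control signal so 100% means no change and 0% no light; values of inactives mirror those of a sister screen read the other way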
Redox H2O2 prof: compounds producing H2O2 with reducing agent – biochemical, NIH compound library profiling, artefact control for MLSCN library redox annotation, primary screen | DTT-dependent redox cycling H2O2, phenol red/HRP absorbance; 100% = 100 µM peroxide control, 0% = buffer | activation, % at 10 µM | AID 878 | 200,000 tested, 0.03% active;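 active means activation of at least 50% relative to the plate's high and low controls in the primary single-dose screen; inactive means activation below 50%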;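 further: compound incubated with DTT at 0.8 mM final as the reducing agent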
TLR4-MyD88 BLA: inhibitors of human TLR4-MyD88 binding; O00206+Q99836; HeLa CL3-4 TLR4/MyD88 BLA complementation, FRET ratio; inhibition, % at 8.4 µM; 200,000 tested, 0.18% active; AID 861; in the data active means inhibition above about 25%;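 further: 0% = vehicle and 100% = reference inhibitor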
Target sequence (O00206 whole entry, looked up): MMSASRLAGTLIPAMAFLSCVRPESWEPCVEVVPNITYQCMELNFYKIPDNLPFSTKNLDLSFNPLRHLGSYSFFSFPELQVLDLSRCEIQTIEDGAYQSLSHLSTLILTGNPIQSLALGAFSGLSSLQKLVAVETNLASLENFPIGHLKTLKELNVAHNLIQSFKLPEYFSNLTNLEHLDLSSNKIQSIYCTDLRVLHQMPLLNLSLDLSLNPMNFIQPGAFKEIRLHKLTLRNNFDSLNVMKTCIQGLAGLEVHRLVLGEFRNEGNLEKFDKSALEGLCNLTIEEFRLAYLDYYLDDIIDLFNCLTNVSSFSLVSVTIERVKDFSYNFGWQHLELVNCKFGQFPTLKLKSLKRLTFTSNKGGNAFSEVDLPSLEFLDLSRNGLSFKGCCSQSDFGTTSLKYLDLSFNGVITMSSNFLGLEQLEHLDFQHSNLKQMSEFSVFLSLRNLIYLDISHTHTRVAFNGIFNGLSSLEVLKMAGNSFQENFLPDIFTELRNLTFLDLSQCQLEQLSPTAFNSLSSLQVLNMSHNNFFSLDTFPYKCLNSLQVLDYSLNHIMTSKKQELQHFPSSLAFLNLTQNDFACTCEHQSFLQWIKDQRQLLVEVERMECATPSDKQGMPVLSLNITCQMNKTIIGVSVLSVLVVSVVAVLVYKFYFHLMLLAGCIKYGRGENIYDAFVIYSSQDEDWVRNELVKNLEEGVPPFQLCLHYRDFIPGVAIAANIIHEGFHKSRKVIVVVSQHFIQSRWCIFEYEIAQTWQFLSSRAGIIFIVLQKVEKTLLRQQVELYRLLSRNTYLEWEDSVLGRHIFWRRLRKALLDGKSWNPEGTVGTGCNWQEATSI
Target sequence (Q99836 whole entry, looked up): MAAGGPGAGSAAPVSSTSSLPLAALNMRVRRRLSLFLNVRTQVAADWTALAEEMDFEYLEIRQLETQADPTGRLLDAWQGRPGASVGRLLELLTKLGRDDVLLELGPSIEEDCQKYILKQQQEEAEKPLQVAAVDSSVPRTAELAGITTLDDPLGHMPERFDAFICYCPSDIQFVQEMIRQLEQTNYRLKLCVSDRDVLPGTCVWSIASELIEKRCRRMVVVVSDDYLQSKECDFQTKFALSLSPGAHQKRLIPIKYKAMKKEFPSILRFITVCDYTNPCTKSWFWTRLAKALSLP
Hsp70 act: switches on Hsp70 transcription; 200,000 tested, 0.04% active; HeLa Hsp70 promoter luciferase reporter, luminescence; scaled: vehicle 0, proteasome-inhibitor control 100%; activation, % at 10 µM;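 active means activation above the mean across all tested compounds plus 3 SD, cutoff set per campaign, cut at about 5.5% in these data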;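 further: 100% = MG132 at 30 µM as the positive control and 0% = DMSO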
Efa HMGR inh: inhibitors of class II HMG-CoA reductase from Enterococcus faecalis | 190,000 tested, 0.41% active | purified E. faecalis HMGR, NADPH absorbance 340 nm kinetic | AID 1066 | inhibition, % at 10 µM;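 active means inhibition above a set limit, the median over all tested compounds plus 3 SD, cut at about 9.5% in these data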;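 further: enzyme runs in reverse so mevalonate oxidation gives rising NADPH absorbance; 0% = complete reaction with DMSO and 100% = background rate lacking mevalonate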
STAT1 inh: reduces IFN-gamma driven STAT1 reporter signal; NIH 3T3 STAT1-luciferase reporter, luminescence; inhibition, % at 5.5 µM; 200,000 tested, 0.35% active;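 active means inhibition above a set limit, the mean inhibition across all tested compounds plus 3 SD, cut at about 34% in these data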;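 further: 0% = IFN-gamma with DMSO and 100% = IFN-gamma with 300 µM nifuroxazide; values of inactives mirror those of a sister screen read the other way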
APP 5'UTR act: activates APP 5'UTR luciferase reporter; SH-SY5Y APP 5'UTR luciferase reporter, luminescence; zero percent = DMSO vehicle wells; 190,000 tested, 1% active; activation, % at 2 µM; AID 1276;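 active means activation above a set limit, based on mean plus 3 SD of controls, cut at about 140% in these data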; further: values of inactives mirror those of a sister screen read the other way
STAT3 activator: increases IL-6 driven STAT3 reporter signal | AID 871 | U3A cells, IL-6 STAT3-luciferase reporter, luminescence; 100% = signal with IL-6 EC80 alone | activation (% of control), % at 5.6 µM | 190,000 tested, 0.91% active;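 active means activation above the screen-wide mean of compound activation plus 3 SD, cut at about 130% in these data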;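 further: 0% = background luminescence of wells with medium and substrate only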
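Material: human STAT1-deficient U3A cells with stable STAT3-luciferase reporter / Probe or stimulus: IL-6 stimulus at 33 ng/mL final / Schedule: 1 h compound pre-exposure, 6 h IL-6 stimulation, 37 °C / Technique: luminescence / Read-out basis: percent of IL-6-only median luminescence / Control set: IL-6-only high control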
STAT3 blocker: inhibitors of IL-6 induced STAT3 signaling; U3A cells, IL-6 STAT3-luciferase reporter, luminescence; host cell line lacks STAT1; inhibition, % at 5.5 µM; 190,000 tested, 0.89% active; AID 862;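 active means inhibition above the mean inhibition across all screened compounds plus 3 SD, cut at about 44% in these data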;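 further: 0% = DMSO only wells and 100% = 100 µM nifuroxazide control wells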
NF-kB neuron act: raises NF-kB expression in human neuronal cells. NF-kB reporter expression; stronger effect = higher value. fold change at 12.5 µM. 190,000 tested, 1.6% active; in the data active means fold change above about 3.3
Active calls of the source: *; / = not tested or not shown.

structure	STAT1 activator	Redox H2O2 prof	TLR4-MyD88 BLA	Hsp70 act	Efa HMGR inh	STAT1 inh	APP 5'UTR act	STAT3 activator	STAT3 blocker	NF-kB neuron act
COc1ccc(CCNC(=O)c2ccc(CNc3c(N4CCOCC4)c(=O)c3=O)cc2)cc1OC	106	1.4	5	0.1	-3	-7	-10	99	6	1.3
O=C(CCS(=O)(=O)c1cccc2nonc12)N1CC(=O)N(CCc2ccccc2)C(=O)C1	95	-2.9	11	-0.4	2	7	-10	86	22	1.3
O=C(CSc1nc2ccccc2n1S(=O)(=O)c1cccc([N+](=O)[O-])c1)NCc1cccs1	101	0.1	6	-0.2	-6	-1	0	105	-11	1.3
CCOC(=O)c1c(C)n(CC(COC(C)=O)OC(C)=O)c2ccc(OC(C)=O)cc12 (configuration not stated)	104	0.1	2	0.0	2	-4	-3	95	11	0.96
CCC(C)OC(=O)C(C)Oc1ccc(-c2ccccc2)cc1 (configuration not stated)	93	-0.1	6	0.1	-5	3	5	103	-4	1.1
CC1(C)Cc2cccc(OCC(=O)NC3CC3)c2O1	93	-0.1	17	-0.3	-8	8	3	96	12	0.91
Cn1c(=O)c(=O)n(C)c2cc(S(=O)(=O)N3CCN(Cc4ccccc4)CC3)ccc21	100	-0.8	-8	-0.3	7	0	25	92	13	1.2
CCN(CC)C(=S)Nc1ccc(Cl)c(Cl)c1	96	-0.3	-10	-0.5	-3	4	-16	101	1	1.1
O=C(Cc1ccccc1)NC(=S)Nc1ccc(N2CCCCC2)cc1	102	-0.1	2	0.2	-5	-2	27	89	16	1
O=C(c1ccc(-c2cc3ccccc3oc2=O)cc1)N1CCN(c2ccc(Cl)cc2[N+](=O)[O-])CC1	104	0.0	-11	-0.3	0	-4	11	102	-2	1.1
CCCn1c(SCC(=O)Nc2cc(S(=O)(=O)N(C)C)ccc2OC)n[nH]c1=O	78	-3.1	2	-0.1	-4	23	3	96	5	1.1
CC(C)CNC(=O)C1CC(=O)OC12CCCCC2 (configuration not stated)	104	1.2	-24	0.0	-4	-4	-8	98	7	1.2

Six structures already listed, ordered by SMILES length, rising.
structure	STAT1 activator	Redox H2O2 prof	TLR4-MyD88 BLA	Hsp70 act	Efa HMGR inh	STAT1 inh	APP 5'UTR act	STAT3 activator	STAT3 blocker	NF-kB neuron act
CC(C)CNC(=O)C1CC(=O)OC12CCCCC2 (configuration not stated)	104	1.2	-24	0.0	-4	-4	-8	98	7	1.2
CCC(C)OC(=O)C(C)Oc1ccc(-c2ccccc2)cc1 (configuration not stated)	93	-0.1	6	0.1	-5	3	5	103	-4	1.1
O=C(Cc1ccccc1)NC(=S)Nc1ccc(N2CCCCC2)cc1	102	-0.1	2	0.2	-5	-2	27	89	16	1
CCOC(=O)c1c(C)n(CC(COC(C)=O)OC(C)=O)c2ccc(OC(C)=O)cc12 (configuration not stated)	104	0.1	2	0.0	2	-4	-3	95	11	0.96
Cn1c(=O)c(=O)n(C)c2cc(S(=O)(=O)N3CCN(Cc4ccccc4)CC3)ccc21	100	-0.8	-8	-0.3	7	0	25	92	13	1.2
O=C(c1ccc(-c2cc3ccccc3oc2=O)cc1)N1CCN(c2ccc(Cl)cc2[N+](=O)[O-])CC1	104	0.0	-11	-0.3	0	-4	11	102	-2	1.1

Remaining list, next part
structure	STAT1 activator	Redox H2O2 prof	TLR4-MyD88 BLA	Hsp70 act	Efa HMGR inh	STAT1 inh	APP 5'UTR act	STAT3 activator	STAT3 blocker	NF-kB neuron act
COc1ccc2nc(SCC(=O)c3ccco3)[nH]c2c1	130*	2.2	-16	0.3	-3	-33	93	98	7	2.9
CCOC(=O)c1cc(CC)sc1/N=C/C1=C(O)CCCC1=O	117	-0.2	-11	-0.4	-2	-19	23	111	-10	1.2
COc1ccc(CC(=O)NNC(=O)c2ccc(SCc3cc(F)ccc3F)c([N+](=O)[O-])c2)cc1	101	0.6	-2	-0.3	-10	-1	9	101	10	1.2
COC(=O)N/N=C/c1ccccc1OCc1ccccc1	98	-0.1	-12	0.0	4	2	12	111	-16	0.89
CCn1c(SCC(=O)Nc2cc(C)ccc2C)nnc1-c1cnccn1	96	-0.6	4	-0.1	-4	2	5	105	-1	0.92
O=C1c2cccc(OCC(=O)N3N=C(c4cccs4)CC3c3ccc(F)cc3)c2CCN1Cc1cccnc1 (configuration not stated)	88	-0.2	-4	-0.4	-8	13	16	85	20	0.46
OC(COc1ccccc1)CSc1ncn[nH]1 (configuration not stated)	107	1.2	-11	-0.1	-2	-8	19	105	-2	1
O=C(O)CN1C(=O)CC(Cc2ccc(Cl)cc2)C1=O (configuration not stated)	103	0.8	1	-0.3	-1	-3	26	101	4	0.91
O=C(CSc1n[nH]c(-c2cccnc2)n1)Nc1ccccc1	101	0.3	-5	-0.1	-1	-5	3	98	4	0.98
O=C(NC(=S)NNC(=O)c1cnccn1)c1ccc(F)cc1	97	0.3	2	0.4	3	2	-8	93	11	0.87
CN(c1ccc(C(=O)Nc2ccc(CC#N)cc2)cc1)S(C)(=O)=O	112	-0.8	9	-0.2	-8	-12	18	96	6	1.1
Cc1cc(C)n2c(SCC(C)C)nnc2n1	101	-0.7	-6	-0.1	-6	-3	22	97	6	1.4

(list continues)
structure	STAT1 activator	Redox H2O2 prof	TLR4-MyD88 BLA	Hsp70 act	Efa HMGR inh	STAT1 inh	APP 5'UTR act	STAT3 activator	STAT3 blocker	NF-kB neuron act
c1c2c(cc3sc(N4CCCCC4)nc13)OCCO2	56	0.1	6	-0.6	-1	48*	101	23	90*	1.6
Cc1onc(-c2c(F)cccc2Cl)c1C(=O)N1C=CC(C(F)(F)Cl)=NCC1	93	-3.6	-3	-0.3	4	8	6	103	7	0.67
Cc1ccc(N2C(=S)SC3CS(=O)(=O)CC32)cc1 (configuration not stated)	110	3.7	-10	-0.2	-2	-11	20	106	-6	1.1
O=C(Nc1ccc(NC(=O)C23CC4CC(CC(C4)C2)C3)cc1)c1cc(F)c(F)cc1Cl	102	1.8	11	0.3	0	-3	-11	98	4	1.2
Cc1cc(/C=N/NC(=O)CC2(C)OCCO2)c(C)n1-c1ccc(Cl)c(Cl)c1	107	1.0	-8	-0.1	4	-1	4	99	2	0.94
CC(C)(C)c1ccc(C(=O)/C=C2\NC(=O)CS2)cc1	121	-0.6	2	-0.2	6	-23	119	71	40	6.6*
Cc1ccc(CNC(=O)CN(Cc2ccccc2)S(C)(=O)=O)cc1	105	1.1	-10	-0.2	-3	-6	13	102	0	0.98
COc1ccc(CC(=O)N2CCC(Nc3nc4ccccc4n3Cc3ccc(F)cc3)CC2)cc1	99	0.6	17	-0.1	-7	8	-20	94	10	0.72
CNc1ccccc1C(C)(C)c1ccn[nH]1	105	0.1	5	-0.3	4	-8	-15	102	2	0.98
c1cncc(-c2nc(NCCCN3CCOCC3)c3c4c(sc3n2)CCC4)c1	108	-0.4	-9	-0.1	-4	-8	-10	106	-2	0.77
N#Cc1c(NC(=O)CSc2nc(-c3ccco3)cc(C(F)(F)F)n2)sc2c1CCCC2	99	0.3	-11	0.1	-13	2	5	104	-2	1.3
Cc1oc2c(O)c(O)ccc2c(=O)c1-c1cnn(-c2ccccc2)c1	102	2.5	-4	-0.3	3	-2	18	79	26	0.55

(continued)
structure	STAT1 activator	Redox H2O2 prof	TLR4-MyD88 BLA	Hsp70 act	Efa HMGR inh	STAT1 inh	APP 5'UTR act	STAT3 activator	STAT3 blocker	NF-kB neuron act
CCCn1c(Nc2ccc(Cl)cc2)nc2ccccc21	96	-4.4	5	-0.3	1	5	3	101	3	1.2
Cc1ccc(/C=C2\SC(=S)N(/N=C/c3cc([N+](=O)[O-])ccc3O)C2=O)o1	101	-0.4	-4	-0.2	2	-2	-14	103	9	1.1
CC1CN(c2ccccc2)CCN1Cc1nc(Cc2ccccc2)no1 (configuration not stated)	94	0.1	-11	-0.3	-1	4	-4	100	3	0.93
O=C(/C=C/c1ccncc1)c1ccc(NC(=O)c2ccccc2F)cc1	94	0.7	9	-0.4	-2	6	-21	98	4	0.72
C=CCSc1nc(-c2ccccc2)c2cc(Cl)ccc2n1	98	2.7	3	-0.1	3	2	-8	102	7	1.2
Cc1c(Cl)c(-c2n[nH]c(=S)n2Cc2ccco2)nn1C	100	0.2	-3	0.1	-1	0	11	102	5	0.99
OCC1OC(n2cnc3c(NC4CCCCC4)ncnc32)C(O)C1O (configuration not stated)	108	0.6	-17	0.8	0	-10	17	/	/	1.1
CN1CCN(C/C(=C2/N=C(c3ccccc3)OC2=O)N(C)C)CC1	108	2.0	-9	-0.3	-7	-9	-2	102	0	1.1
COc1cc(/C=N/NC(=O)Cc2csc(C)n2)ccc1OCC(C)C	96	-2.1	-7	0.2	-4	4	-11	113	-17	0.99
CCCCCCn1c(=O)c(-c2ccccc2)c(O)c2ccccc21	93	0.1	1	-0.4	-1	8	-2	98	9	1
CCN1CCC(C(N)=O)CC1	105	-0.1	-1	0.0	0	-6	10	98	10	1
COc1cc(N2C(=O)c3ccccc3C2=O)c(Cl)cc1C(=O)OCC(=O)N1CCOCC1	100	0.4	-3	-0.3	-13	-2	9	98	10	1.2
CC(C)CC1NC(=O)N(CC(=O)N2CCN(S(=O)(=O)c3ccc(Cl)cc3)CC2)C1=O (configuration not stated)	107	-2.5	-3	-0.4	-2	-7	-10	101	-2	1
COc1ccccc1C(=O)C1CCCN(C(=O)c2snnc2C)C1 (configuration not stated)	94	8.2	-3	-0.2	0	5	-8	94	11	0.99

Bioassay records deposited in PubChem BioAssay by several laboratories.
